Source: PubChem BioAssay (National Center for Advancing Translational Sciences (NCATS))
POLB inh: DNA polymerase beta (human) inhibition. AID 485314. Potency, µM (series often up to 114 µM), for inactives: at the top dose activity change, negative = inhibition, actives largely listed as inhibitors. 340,000 compounds, 1.3% hits. P06746. Pol beta primer extension/strand displacement, fluorescence kinetic; note: potency is the fitted concentration of half-maximal effect; % is set by controls: 0 for no effect and ±100 for the full control effect
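Human Pol beta at 10 nM; strand-displacement substrate 50 nM final. Compound exposure 15 min at room temperature before start, reaction 10 min at room temperature.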
RGS4 inh: human RGS4 inhibition; 390,000 compounds, 0.039% hits; Potency, µM (titrated, usually from 114 µM), without a hit: at the highest dose activity change, negative = inhibition, usual class: inhibitors; P49798; Transcreener GDP fluorescence polarization, RGS4-accelerated GTP hydrolysis; AID 504845; note: potency is the fitted concentration of half-maximal effect; % is set by controls: 0 for no effect and ±100 for the full control effect; nearly all actives have a fitted effect of over 75% in size; some results filed as inactive show a strong effect at the top dose
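MLSMR compounds (23 nl, pin-transferred) preincubated 10 min at room temperature with a 500nM (2x) first reagent, then RGS4 at 900nM (2x) plus Transcreener GDP mix added; fluorescence polarization (620/688 nm) read before and after 90 min at 30 °C.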
Apoferritin bind: candidate novel general anesthetic via apoferritin binding; P02791; apoferritin/1-aminoanthracene competitive binding, fluorescence; Potency, µM (top dose mostly 77.5 µM), for inactives: at the highest dose activity change, negative = displacement, most hits filed as inhibitors; 350,000 compounds, 0.074% hits; note: potency is the fitted concentration of half-maximal effect; % is set by controls: 0 for no effect and ±100 for the full control effect; nearly all actives have a fitted effect of over 20% in size
Target sequence (P02791 2-175 limits assumed): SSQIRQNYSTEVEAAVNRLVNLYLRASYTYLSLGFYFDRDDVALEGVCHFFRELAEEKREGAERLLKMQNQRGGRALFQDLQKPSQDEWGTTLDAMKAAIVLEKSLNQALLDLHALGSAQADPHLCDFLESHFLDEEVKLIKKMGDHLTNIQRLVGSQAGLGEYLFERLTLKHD
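Apoferritin-based anesthetic binding model; compound displacement of fluorescent 1-AMA measured as endpoint fluorescence after 10 minutes at room temperature, scaled to free-ligand and complex controls.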
LDHA block: LDHA (human) enzyme inhibition; P00338; purified LDHA, NADH/diaphorase-resazurin fluorescence; hits give low values; activity change, % (values are at about 110 or 230 µM); 480,000 compounds, 0.15% hits; AID 1347041; in the data active = activity change below about -30%; inconclusive = mostly about -25% to -30%;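 note: plate controls were DMSO wells for no effect and wells without enzyme for full effect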
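Human LDH5 (2 nM) was incubated with 0.06 mM NADH and 0.2 mM pyruvate for 5 min at room temperature in Tris pH 7.4. Remaining NADH was coupled through diaphorase/resazurin, and resorufin fluorescence was read at 0 and 20 min.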
APE1 inh: blocks human APE1 abasic DNA cleavage. P27695. recombinant APE1, TAMRA/BHQ-2 abasic DNA cleavage fluorescence. Potency, µM (highest dose often 65.8 µM), without a hit: at the highest dose activity change, negative = inhibition, most hits filed as inhibitors. 350,000 compounds, 0.35% hits. AID 2517;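 note: potency is the fitted concentration of half-maximal effect; plate controls were vehicle for no effect and reference inhibitor for full effect; nearly all actives have a fitted effect of over 55% in size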
Target sequence (P27695 whole entry, looked up): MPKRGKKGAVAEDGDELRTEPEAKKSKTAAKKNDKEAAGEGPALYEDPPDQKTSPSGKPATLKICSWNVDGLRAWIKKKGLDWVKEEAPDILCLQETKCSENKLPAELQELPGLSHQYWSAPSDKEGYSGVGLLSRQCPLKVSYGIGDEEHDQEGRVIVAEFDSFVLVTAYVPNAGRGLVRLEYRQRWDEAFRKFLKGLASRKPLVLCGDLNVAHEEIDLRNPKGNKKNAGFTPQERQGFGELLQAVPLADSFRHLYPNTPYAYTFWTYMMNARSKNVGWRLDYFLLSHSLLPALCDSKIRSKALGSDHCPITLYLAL
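0.75 nM APE1 + cpd, 15 min RT; start w/ 50 nM TAMRA/BHQ-2 THF-abasic dsDNA; kinetic fluor 525/598 nm ×3 reads @60 s; Δ(read3−read1); normalized to DMSO and NSC13755 control wells.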
ERG Ets-DNA blk: inhibitors of human ERG Ets domain-DNA interaction | Potency, µM (series often up to 76.9 µM), inactives show at the highest dose FP activity, negative = inhibition, actives largely listed as inhibitors | AID 624246 | 370,000 compounds, 0.028% hits | fluorescence polarization, His-ERG Ets domain / labelled DNA; active = well fitted inhibition curve with a large enough effect in the polarisation, with a control signal flat; inconclusive = small, poorly fitted or top-dose-only effect, or effect the other way, or a change in a side signal; inactive = no such curve, though single readings can be large or run the other way; the % refers to the polarisation;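 note: polarization taken with two DNA probes labelled with fluorescein and Texas red; potency is the fitted concentration of half-maximal effect; % of control where 0% means no effect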
Target sequence (P11308 whole entry, looked up, the tested form may be a part): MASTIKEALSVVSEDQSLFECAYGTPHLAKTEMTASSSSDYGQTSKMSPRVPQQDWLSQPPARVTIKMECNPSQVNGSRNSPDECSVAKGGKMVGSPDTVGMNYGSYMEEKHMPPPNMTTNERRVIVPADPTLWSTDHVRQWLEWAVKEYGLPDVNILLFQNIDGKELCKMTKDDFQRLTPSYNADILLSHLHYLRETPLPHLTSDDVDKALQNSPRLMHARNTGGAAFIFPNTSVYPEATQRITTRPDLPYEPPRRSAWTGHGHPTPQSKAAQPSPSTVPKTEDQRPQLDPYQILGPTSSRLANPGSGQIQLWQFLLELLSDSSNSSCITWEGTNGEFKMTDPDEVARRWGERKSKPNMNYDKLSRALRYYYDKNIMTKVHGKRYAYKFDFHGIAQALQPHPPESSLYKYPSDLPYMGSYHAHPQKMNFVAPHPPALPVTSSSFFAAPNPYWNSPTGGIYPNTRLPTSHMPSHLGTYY
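His-tagged ERG Ets domain (1 uM in the protein solution; 300mM KCl, 50mM Tris-HCl, 1mM EDTA, 1mM DTT, pH 7.5) received compound, then a probe mix of 5 nM fluorescein-DNA and 100nM Texas-615-DNA. Fluorescence polarization was read for both dyes.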
Pol eta inh: inhibitors of human DNA polymerase eta; Q9Y253; recombinant Pol eta, fluorescent DNA replication assay; 390,000 compounds, 1.2% hits; Potency, µM (highest dose often 114 µM), inactives show at the highest dose activity change, negative = inhibition, usual class: inhibitors; AID 588591; note: potency is the fitted concentration of half-maximal effect; % is set by controls: 0 for no effect and ±100 for the full control effect
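Pol eta (10 nM) was preincubated with compounds for 15 min at room temperature, after which fluorescent replication substrate (50 nM final) was added to start the reaction. Fluorescence was read kinetically at 0 and 10 min.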
POLK inh: inhibitors of human DNA polymerase kappa; AID 588579; Potency, µM (top dose mostly 107 µM), for the others: top-dose activity, negative = inhibition, usual class: inhibitors; purified Pol kappa, fluorescent DNA synthesis assay, 10 min; 400,000 compounds, 0.53% hits; Q9UBT6; note: potency is the fitted concentration of half-maximal effect; % is set by controls: 0 for no effect and ±100 for the full control effect
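First, compounds were pin-transferred onto 10 nM Pol kappa. After 15 min at room temperature, substrate was added to 50 nM final. Fluorescence was then measured kinetically at 0 and 10 min.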
ALOX12 inh: inhibitors of human 12S-lipoxygenase ALOX12; 580,000 compounds, 1.1% hits; P18054; Potency, µM (series often up to 108 µM), inactives show at the highest dose activity change, negative = inhibition, most hits filed as inhibitors; purified 12hLO, xylenol orange hydroperoxide absorbance; note: potency is the fitted concentration of half-maximal effect; % is set by controls: 0 for no effect and ±100 for the full control effect
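Purified human 12hLO (150 nM final) in 25 mM Hepes, 0.01% Triton X-100, pH 7.0 was preincubated 15 min at room temperature with compound. Then 40 uM arachidonic acid was added, 30 min. Hydroperoxide was read by Fe-XO absorbance ratio 573/405 nm.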
Numbers without * were called inactive; ? = inconclusive; . = not tested or not shown; [ ] = remark or other dose. Unless noted, calls come from the whole dose curve; as a rule, active = well fitted curve in the direction sought with a large enough effect; inconclusive = small, poorly fitted or top-dose-only effect, or another doubt; inactive = no such curve, though single readings can be large; an effect the other way counts as inactive or inconclusive.

SMILES	POLB inh	RGS4 inh	Apoferritin bind	LDHA block	APE1 inh	ERG Ets-DNA blk	Pol eta inh	POLK inh	ALOX12 inh
CN(CC1CCCN(CCc2ccccc2F)C1)C(=O)c1ccoc1 (centres undefined)	-2%	35%[11.4 µM]	-4%	-2	40%	9%	8%	-19%	2%
CCOc1ccc(NS(=O)(=O)c2ccc(NC(=O)c3cccnc3)c(OC)c2)cc1	20%	-5%	-16%	-2	-5%	-10%	-11%	-26%	-6%
COc1ccc(OC)c(CNC(=O)Cn2nc(C)c3nn(-c4ccc(Cl)cc4)c(C)c3c2=O)c1	-21%	-17%	-11%	-2	.	-18%	-16%	-4%[60.1 µM]	?
CCCNC(=O)C(=O)N/N=C/c1ccc(OCc2ccccc2)cc1	13%	31%[11.4 µM]	-4%	-2	?	1%	14%	-6%[60.1 µM]	-6%
COc1ccccc1NC(=S)NCCc1c[nH]c2ccccc12	30%	-39%[11.4 µM]	-12%	3	0%	10%	-17%	-11%	?
CC1CCN(C(=O)CSc2nc3ccccc3nc2Cc2ccccc2)CC1	0%	5%	?	3	.	-7%	-21%	-5%[60.1 µM]	3%
CCCn1c2ccccc2c2nnc(SCC(=O)Nc3nnc(CC(=O)OCC)s3)nc21	?	-36%	-15%	-6	-1%	6%	?	?	-9%
O=C(Nc1ccc(Cc2ccncc2)cc1)c1cccc([N+](=O)[O-])c1	0%	6%	3%	-3	3%	0%	-9%	-23%	-13%
CCOC(=O)C1=C(CN2CCC(C)CC2)NC(=O)NC1c1ccc(Cl)cc1 (centres undefined)	2%	-15%	6%	-2	-4%	.	4%	-10%	?
Cc1ccc(NC(=O)COc2ccccc2)c(NC(=O)c2ccco2)c1	16%	-17%	-9%	-8	16%	-2%	-4%	5%	-4%
COc1ccc2c(Sc3ccccc3)c(C(=O)NCCc3ccc(Cl)cc3)[nH]c2c1	-2%	-13%	4%	-1	.	0%	-16%	2%	-1%
Cc1cccc(COc2ccccc2C(=O)N(C)CC(=O)Nc2cccc(F)c2)c1	.	3%	.	0	-3%	4%	-11%	-5%	6%
Cc1ccc(S(=O)(=O)CC(=O)c2ccc(C(C)(C)C)cc2)cc1	2%	10%	?	-2	-3%	-11%	-9%	-15%	0%
CCOC(=O)c1c(C)[nH]c(C(=O)COC(=O)c2cnccn2)c1C	.	3%	.	-1	-7%	-3%	-15%	2%	-24%
O=C(NC1CCCCC1)C(c1ccncc1)N(C(=O)c1csnn1)c1ccccc1F (centres undefined)	39%	-11%	-8%	-9	46%	0%	?	0%	-17%
COc1ccc(F)cc1Cn1nc(C(=O)O)c2ccccc2c1=O	38%	25%	-1%	-16	7%	-15%	4%	-13%	-16%
COc1ccc(C(=O)N2CCCC(Nc3ccc(F)cc3)C2)cc1F (centres undefined)	56%	17%	-8%	-5	-2%	-5%	-10%	-7%	0%
CC(C)Oc1ccc(CNC(=O)c2ccc3c(c2)N(Cc2ccc(F)cc2)CCS3)cc1	8%	4%	519%[activator]	4	.	1%	.	-4%	-21%
CCOC(=O)c1[nH]c2ccc(OC)cc2c1N=CN(C)C	12%	-32%	-7%	4	-1%	5%	-8%	5%	-7%
CN(C)S(=O)(=O)c1cccc(NC(=S)N/N=C/c2cccc(O)c2)c1	?	-11%[11.4 µM]	-15%	-1	-1%	6%	4%	-4%[60.1 µM]	-8%
c1ccc(-c2nnc3n2N=C(c2ccc4c(c2)OCO4)CS3)nc1	7%	-7%	-12%	2	0%	0%	?	2%	-7%
O=C(Nc1ccc(S(=O)(=O)Nc2nccc(C3Cc4ccccc4C(=O)O3)n2)cc1)c1ccccc1 (centres undefined)	3%	-19%	-8%	-4	3%	-1%	-1%	-14%	-8%
CCc1ccc2occ(CC(=O)Nc3nnc(C)s3)c2c1	5%	-5%	-1%	0	.	2%	-14%	14%	-9%
COCCn1c(SCC(=O)Nc2cc(C)nn2-c2ccccc2)nnc1-c1ccncc1	2%	-23%	-1%	-4	1%	18%	-18%	1%	-1%
Cc1cccc(OCCCCc2c(C)n[nH]c2C)c1	20%	-1%	?	5	4%	3%	-12%	-7%	?
Cc1ccc(-c2csc3nc(SCC(=O)Nc4ccc(Cl)c(C(=O)O)c4)[nH]c(=O)c23)cc1	?	-26%	-1%	-1	7%	-6%	40µM*	-40%	?
COC(=O)CC1C(C(=O)OC)ON2OC(C(=O)OC)C(C(=O)OC)C12 (centres undefined)	37%	-10%	-12%	2	2%	8%	-17%	3%	15%
O=C(NCc1ccco1)c1cccc(S(=O)(=O)N2CCN(Cc3ccccc3)CC2)c1	.	-13%	.	-1	46%[activator]	-7%	-19%	-1%	20%
O=C(CCn1cnnn1)NC1CCCN(Cc2ccccc2F)C1 (centres undefined)	8%	17%	-3%	-4	18%	-8%	-3%	-14%	116%[activator]
Cc1ccc(CNC(=O)CSc2ncn[nH]2)cc1	19%	24%	7%	-1	9%[12.4 µM]	4%	-7%	-2%	1%
O=C1c2[nH]nc(-c3ccccc3O)c2C(c2ccccc2F)N1Cc1ccncc1 (centres undefined)	11%	2%	5%	-5	.	2%	4%	-7%	-11%
Cc1ccc(Nc2c([N+](=O)[O-])ccc3nonc23)cc1C	3%	3%	?	-1	80%[activator]	-7%	-3%	0%	0%
COc1cccc(C(=O)COc2ccccc2N2C(=O)C3C4C=CC(C4)C3C2=O)c1 (centres undefined)	10%	25%	-11%	-4	-3%	-13%	-7%	-15%	2%
COc1ccc(CCNC(=O)c2cc(Cl)nc3ccccc23)cc1	5%	3%	-15%	1	34%[activator]	-6%	-2%	-3%	-7%
COc1ccc(Nc2nccc(OC)c2C#N)cc1	16%	4%	-7%	0	2%	.	-12%	-1%	-8%
Cc1ccc(S(=O)(=O)N2CCN(C(=O)CSc3ccc(Cl)cc3)CC2)cc1	13%	-8%	4%	-2	-4%	7%	-7%	-6%	-20%
O=C(CCc1nnc(-c2ccccc2)o1)NCC1CCN(C2CCCC2)CC1	-20%	-5%	-2%	-12	0%	-15%	-5%	-14%	3%
CCN1CCN(CC(=O)Nc2nc3ccc(OC)cc3s2)CC1	16%	17%	2%	?	12%	0%	0%	-8%	?
Cc1ccc2cc(CN(Cc3cccs3)Cc3nnnn3CC3CCCO3)c(=O)[nH]c2c1C (centres undefined)	0%	-4%	-4%	-4	1%	5%	-11%	14%	-28%
CC(CNc1nc2ccccc2c2nc(-c3ccccc3)nn12)c1ccccc1 (centres undefined)	37%	39%	58%[activator]	-8	.	2%	-4%	-2%	-7%
COc1ccc2cc(C(=O)C3CCCN(Cc4ccccn4)C3)ccc2c1 (centres undefined)	0%	-9%	0%	0	1%	4%	-25%	11%	0%
O=C(O)c1cccc(S(=O)(=O)Nc2cc(Cl)ccc2Cl)c1	-25%	21%	0%	-5	-3%	6%	0%	1%	-12%
O=C(CCCN1C(=O)c2ccccc2C1=O)NCCN1C(=O)S/C(=C\c2cccs2)C1=O	13%	-1%	-10%	-7	?	9%	-24%	-3%	-13%
COc1ccccc1NC(=O)COC(=O)/C=C/c1ccc(OC)c(OC)c1	.	-38%	.	-7	-5%	-5%[15.4 µM]	-2%	4%	-25%
O=C(O)c1ccccc1C(=O)Nn1cnnc1	20%	14%	-5%	-17	22%	8%	-6%	-7%	10%
Cc1cccc(N2CCN(C3=NC(=O)/C(=C\c4cn[nH]c4-c4ccccc4)S3)CC2)c1	4%	-4%	-14%	1	10%	-9%	-6%	-12%	-11%
Cc1nc(S(=O)(=O)N2CCN(c3ccc(Cl)cc3)CC2)cn1C	1%	-10%	5%	-1	.	4%	-8%	-4%[60.1 µM]	-10%
Cc1ccc(N2CC(C(=O)Nc3ncc([N+](=O)[O-])s3)CC2=O)cc1 (centres undefined)	25%	-35%	-8%	-1	10%	6%	-5%	1%	?
Cn1cnnc1SCC(=O)NN(c1ccccc1)c1ccccc1	-26%	-8%	-1%	-3	-3%	-4%	-5%	-7%	1%
Cc1cc(NC(=O)CCCn2nc([N+](=O)[O-])c(Cl)c2C)no1	-9%	3%	-12%	-8	-1%	-12%	0%	4%	-1%
More results follow.
SMILES	POLB inh	RGS4 inh	Apoferritin bind	LDHA block	APE1 inh	ERG Ets-DNA blk	Pol eta inh	POLK inh	ALOX12 inh
CCN(CC)CCCn1c(=S)[nH]c2cc(Cl)ccc2c1=O	-1%	-10%	-6%	-2	-1%	4%	-4%	-9%	?
O=C(O)c1cccc(Oc2cccc(Cl)n2)c1	-10%	14%	-3%	-2	3%	-12%	6%	-11%	7%
Cc1ccc(CN(C)C2CCN(C)CC2)cc1	4%	-50%	0%	-3	-9%	5%	-7%	2%	1%
N/C(=N\c1nc(CSc2ccc(Cl)cc2)cc(=O)[nH]1)Nc1ccccc1C(F)(F)F	-27%	32%	3%	-8	2%	3%	2%	-8%	0%

As a short view, some entries already given.
SMILES	POLB inh	RGS4 inh	Apoferritin bind	LDHA block	APE1 inh	ERG Ets-DNA blk	Pol eta inh	POLK inh	ALOX12 inh
Cc1cc(NC(=O)CCCn2nc([N+](=O)[O-])c(Cl)c2C)no1	-9%	3%	-12%	-8	-1%	-12%	0%	4%	-1%
CCN(CC)CCCn1c(=S)[nH]c2cc(Cl)ccc2c1=O	-1%	-10%	-6%	-2	-1%	4%	-4%	-9%	?

This is a subset (hit frequency here may not be typical).
